Screening results deposited in PubChem by National Center for Advancing Translational Sciences (NCATS).
FLuc modulator: inhibits or activates purified firefly luciferase, miR-21 counter-screen | P08659 | purified FLuc, Km substrates, luminescence inhibition | Potency, µM (series often up to 57.5 µM), for inactives: at the highest dose activity change, negative = inhibition, hits mostly inhibitors | 6.9% of 360,000 active | AID 588342;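 also: potency is read from the fitted curve at half-maximal effect; plate controls were vehicle for no effect and reference inhibitor for full effect; nearly all actives have a fitted effect of over 55% in size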
Target sequence (P08659 whole entry, looked up): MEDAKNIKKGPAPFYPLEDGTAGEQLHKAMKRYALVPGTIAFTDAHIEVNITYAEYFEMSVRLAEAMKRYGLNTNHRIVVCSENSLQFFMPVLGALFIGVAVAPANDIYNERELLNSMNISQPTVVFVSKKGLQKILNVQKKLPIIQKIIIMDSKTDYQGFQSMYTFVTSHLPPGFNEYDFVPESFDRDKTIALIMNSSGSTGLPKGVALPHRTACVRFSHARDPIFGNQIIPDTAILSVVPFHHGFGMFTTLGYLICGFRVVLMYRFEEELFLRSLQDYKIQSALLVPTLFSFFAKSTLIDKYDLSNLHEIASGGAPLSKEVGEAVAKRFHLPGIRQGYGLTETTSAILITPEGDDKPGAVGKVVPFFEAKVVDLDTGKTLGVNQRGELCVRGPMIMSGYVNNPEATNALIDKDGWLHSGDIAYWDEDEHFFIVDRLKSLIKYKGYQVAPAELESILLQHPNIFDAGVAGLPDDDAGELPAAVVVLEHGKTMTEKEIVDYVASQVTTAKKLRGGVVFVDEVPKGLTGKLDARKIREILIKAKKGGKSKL
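Purified P. pyralis luciferase (10nM final) with 10uM D-luciferin and 10uM ATP (Km levels) in 50mM Tris acetate pH 7.5, 10mM Mg acetate, 0.01% Tween-20, 0.05% BSA; qHTS 6-point titration, ~60 µM downward; luminescence read.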
ELG1 DNA repair: inhibitors of ELG1-dependent DNA repair in HEK293T cells. HEK293T ELG1-luciferase reporter, luminescence, 16 h; DNA damage induced by 5-fluorouridine. Potency, µM (titrated, usually from 46.1 µM), for inactives: top-dose activity change, negative = inhibition, actives largely listed as inhibitors. 2.3% of 330,000 active. AID 504467; also: potency is read from the fitted curve at half-maximal effect; % is scaled to controls: 0 for no effect and ±100 for the full control effect; nearly all actives have a fitted effect of over 55% in size
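Quantitative HTS, concentration-response format. 2,000 cells/well co-treated with 5-fluorouridine and compound, 16 hr in 5% CO2 at 37 °C; ONE-Glo luminescence read after 30 min.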
RORgamma inh: inhibitors of mouse ROR gamma transcriptional activity. P51450. Drosophila S2 Gal4-RORgamma UAS-luciferase reporter, 20 h. Potency, µM (highest dose often 53.6 µM), inactives show at the highest dose activity change, negative = inhibition, most hits filed as inhibitors. 5.4% of 310,000 active. AID 2551; also: potency is read from the fitted curve at half-maximal effect; % is scaled to controls: 0 for no effect and ±100 for the full control effect; nearly all actives have a fitted effect of over 60% in size
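In this cell-based reporter format, copper sulfate (700 uM final) drives Gal4–ROR gamma fusion expression from a metallothionein promoter in Drosophila Schneider cells; compounds preincubated 1 hr, reporter read after 20 hr at ambient temperature.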
Tb PFK inh: inhibitors of T. brucei phosphofructokinase; O15648; T. brucei PFK, ADP-Glo luminescence; Potency, µM (highest dose often 57.5 µM), for the others: at the top dose activity, negative = inhibition, most hits filed as inhibitors; 0.17% of 330,000 active;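 also: potency is read from the fitted curve at half-maximal effect; 0% = uninhibited 1x PFK enzyme wells and -100% = no-enzyme wells; nearly all actives have a fitted effect of over 60% in size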
Target sequence (O15648 whole entry, looked up): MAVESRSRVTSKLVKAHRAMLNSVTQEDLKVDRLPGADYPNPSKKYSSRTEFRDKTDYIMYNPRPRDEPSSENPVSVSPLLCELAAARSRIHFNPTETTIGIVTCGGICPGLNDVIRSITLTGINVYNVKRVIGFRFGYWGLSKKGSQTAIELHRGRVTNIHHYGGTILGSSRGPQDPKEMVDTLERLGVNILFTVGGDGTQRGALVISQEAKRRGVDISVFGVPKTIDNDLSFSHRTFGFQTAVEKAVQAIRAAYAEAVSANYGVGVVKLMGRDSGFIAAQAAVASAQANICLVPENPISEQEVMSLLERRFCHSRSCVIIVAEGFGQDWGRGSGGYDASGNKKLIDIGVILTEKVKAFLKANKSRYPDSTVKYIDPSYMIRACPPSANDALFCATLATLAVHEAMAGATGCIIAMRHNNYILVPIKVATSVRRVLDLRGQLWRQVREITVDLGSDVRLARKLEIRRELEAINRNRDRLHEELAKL
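In TEA buffer at pH 8.0 with 5 mM MgCl2, enzyme (1.25 nM) converted F6P (0.5 mM) and ATP (0.1 mM) for 45 min at room temperature. ADP product was read by luciferase luminescence.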
ELG1 genotox: inducers of genotoxicity in HEK293T ELG1-luciferase cells | AID 504466 | Potency, µM (doses to about 46 µM), for inactives: at the highest dose activity change, positive = activation, usual class: activators | HEK293T ELG1-luciferase reporter, luminescence, 16 h | 1.3% of 330,000 active; also: potency is read from the fitted curve at half-maximal effect; % of control where 0% means no effect; nearly all actives have a fitted effect of over 60% in size
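Genotoxicity was scored as increased ELG1-luciferase reporter signal, measured by ONE-Glo luminescence (30 min, room temperature). Compound or vehicle exposure of the HEK293T reporter cells lasted 16 hr at 37°C.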
p53 reactivator: restores transcriptional activity of mutant p53 | 0.063% of 320,000 active | Potency, µM (doses to about 92.2 µM), without a hit: top-dose activity change, positive = activation, actives largely listed as activators | H1299 p53-A138V BP100-luciferase reporter, luminescence, 24 h; also: potency is read from the fitted curve at half-maximal effect; % of control where 0% means no effect; nearly all actives have a fitted effect of over 45% in size
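H1299 (p53-null), stable ts p53-A138V + BP100-Luc; 1000 cells/well, Opti-MEM/10% FBS; cpd 4 pt, 1:5; 24 h, 37 deg C, 5% CO2; detection reagent 10 min RT; luminescence.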
VP16 counter: inhibits Gal4-VP16 luciferase reporter, ROR gamma counter-screen. Drosophila S2 Gal4-VP16 UAS-luciferase, luminescence, 20 h. Potency, µM (top dose mostly 53.6 µM), for the others: at the top dose activity, negative = inhibition, most hits filed as inhibitors. 3.5% of 310,000 active. AID 2546;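 also: Gal4-VP16 expression switched on by copper sulfate through the metallothionein promoter; potency is read from the fitted curve at half-maximal effect; % is scaled to controls: 0 for no effect and ±100 for the full control effect; nearly all actives have a fitted effect of over 50% in size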
Rab9 promoter act: Rab9 promoter activation | Huh7 Rab9 promoter-luciferase reporter, luminescence, 24 h | Potency, µM (titrated, usually from 9.22 µM), for the others: at the highest dose activation, negative = inhibition, actives largely listed as activators | 2.8% of 320,000 active | AID 485297; also: potency is read from the fitted curve at half-maximal effect; % of control where 0% means no effect; nearly all actives have a fitted effect of over 60% in size
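Using Huh7 cells stably transfected with Rab9 promoter–luciferase, compounds were incubated 24 h at 37 °C, 5% CO2; luciferase luminescence was read 10 min after reagent addition.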
TRPV1 agonist: agonists of human vanilloid receptor 1 (TRPV1); TRPV1-expressing cells, Fluo-8 calcium influx, agonist mode; activation, % at 8.33 µM; Q8NER1; 0.19% of 320,000 active; in the data active = activation above about 80%; inconclusive = between about 30% and that limit; also: 0% is about no effect
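Fluo-8 calcium influx in TRPV1-expressing cells, kinetic read (ex 480/em 520 nm). Compound added and read 3 min for agonist activity, followed by capsaicin at EC20 final and 2 min further read for enhancement.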
BRCA1 expr up: BRCA1 expression activation | MCF7-BRCA1-FFLuc reporter, luminescence, 48 h; response scale: scaled: vehicle 0%, 10 µM genistein 100% | Potency, µM (highest dose often 46.1 µM), without a hit: at the highest dose activation, hits mostly activators | 1.1% of 380,000 active; also: potency is read from the fitted curve at half-maximal effect; nearly all actives have a fitted effect of over 80% in size; some results filed as inactive show a strong effect at the top dose
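Cells: MCF7-BRCA1-FFLuc, 2000/well. Exposure: 48 h, 37 °C, 5% CO2. Read: luminescence, 15 min post-substrate. Controls: genistein 10 microM (maximal activation), DMSO (neutral).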
NPC1 promoter act: activates the NPC1 promoter; Huh7 NPC1 promoter luciferase reporter, 24 h; AID 485313; Potency, µM (doses to about 9.22 µM), inactives show top-dose activation, usual class: activators; 2.4% of 320,000 active;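 also: potency is read from the fitted curve at half-maximal effect; % of control where 0% means no effect; nearly all actives have a fitted effect of over 60% in size; reporter is driven by a mutant NPC1 promoter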
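Readout is luciferase luminescence, reflecting NPC1 promoter activation in stably transfected Huh7 cells after 24 h compound exposure at 37 °C in reduced-serum medium with 10% FBS.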
Numbers without * were called inactive; ? = inconclusive; . = no result given; [ ] = another dose, or the depositor's remark. Unless noted, calls follow the shape of the dose curve; as a rule, active = well fitted curve in the direction sought with a large enough effect; inconclusive = small, poorly fitted or top-dose-only effect, or another doubt; inactive = no such curve, though single readings can be large; an effect the other way counts as inactive or inconclusive.

Results follow in this order: FLuc modulator | ELG1 DNA repair | RORgamma inh | Tb PFK inh | ELG1 genotox | p53 reactivator | VP16 counter | Rab9 promoter act | TRPV1 agonist | BRCA1 expr up | NPC1 promoter act
- COc1ccc(OC)c(NC(=O)CCN2C(=O)c3cccc([N+](=O)[O-])c3C2=O)c1
    -6% | 14% | ? | 0% | 0% | 13% | -8% | 7% | 1 | -4% | -12%
- O=C1NN=COc2ccccc21
    ? | -13% | 13µM* | 1% | 0% | -2% | -5% | -5% | -2 | -16% | 0%
- O=C(CCC(=O)N(Cc1ccco1)C(C(=O)NC1CCCC1)c1ccncc1)Nc1cccnc1 (centres undefined)
    -1% | -14% | -10% | -2% | 0% | 15% | 6% | -4% | 0 | -20% | 1%
- COc1cccc(CNC(=O)CN(C)S(=O)(=O)c2ccc3c(c2)n(C)c(=O)c(=O)n3C)c1
    2% | 9% | -10% | 0% | 0% | 1% | -3% | -5% | -2 | 5% | -10%
- O=C(OC(C(=O)NCc1ccco1)c1ccc(Cl)cc1)c1cccs1 (centres undefined)
    -3% | -4% | 24% | 2% | -3% | -3% | -9% | 6% | 20 | 2% | 2%
- CCN1CCN(c2cc(C)c3cc(NC(=S)N4CCN(c5ccc(F)cc5)CC4)ccc3n2)CC1
    4% | 7% | 2% | -5% | -1% | 2% | 5% | -9% | 0 | -15% | -7%
- COc1ccccc1Nc1nc(N)nc(CSC(=S)N2CCOCC2)n1
    ? | ? | -2% | 2% | ? | 4% | 28% | 21% | 9 | ? | 18%
- COC(=O)c1sccc1Oc1c(Cl)cccc1[N+](=O)[O-]
    -8% | -1% | 11% | -7% | 3% | 2% | -7% | 4% | 19 | 1% | -2%
- c1ccc(N2CCN(c3ccc4nncn4n3)CC2)nc1
    -2% | 21% | 11% | -2% | -1% | -2% | 3% | 4% | -4 | 1% | -6%
- CC12COC3(C(=O)Nc4ccc([N+](=O)[O-])cc4)CC1CCC32C (centres undefined)
    -3% | -1% | 24% | -6% | -1% | -8% | -5% | 14% | -7 | -22% | 5%
- Cc1ccc(NS(=O)(=O)c2cc([N+](=O)[O-])ccc2NNC(=S)Nc2cc(C)ccc2C)c(C)c1
    -12% | ? | ? | ? | -4% | -9% | ? | -13% | -1 | -77% | -6%
- CCN(CC)c1ccc(C2C(C(=O)OC)=C(C)NC(C)=C2C(=O)OC)cc1
    0% | ? | -13% | 0% | 4% | -2% | 4% | -8% | -1 | 6% | -4%
- COc1cc(C(=O)NNC(=O)Cc2cccs2)cc(OC)c1OC
    . | ? | . | -1% | 2% | -1% | . | . | . | -9% | .
- CCc1nc(SCC(=O)N2CCOCC2)c2c(=O)n(C)c(=O)n(C)c2n1
    0% | 2% | 0% | -11% | -9% | -7% | -3% | -7% | -5 | -1% | 2%
- Cc1noc(C)c1S(=O)(=O)N(CCc1ccccc1)Cc1ccccc1
    1% | -1% | -3% | 0% | -2% | -5% | 12% | 1% | 0 | -3% | -8%
- O=C(/C=C/c1ccccc1)N1CCCN(C(=O)/C=C/c2ccccc2)CC1
    ? | -6% | 23% | 1% | 3% | -4% | -3% | 5% | 0 | 3% | 8%
- COc1ccc(CCNC(=O)CNS(=O)(=O)c2ccc(F)c(Cl)c2)cc1OC
    0% | -2% | 12% | -1% | -1% | 0% | -17% | 0% | 1 | 7% | 6%
- Cc1cc(=O)oc2cc(OCC(=O)NC3CC(C)(C)NC(C)(C)C3)ccc12
    1% | 8% | -8% | 7% | 0% | 21% | 0% | -1% | -2 | 1% | 1%
- N[C@@H](Cc1ccc(O)cc1)c1nnc([C@H](CC(=O)O)NC(=O)C2CCNCC2)o1
    0% | 12% | -3% | -11% | 0% | 2% | -6% | -4% | 2 | -6% | 0%
- CC1CCCCN1S(=O)(=O)c1ccc(C(=O)Nc2nnc(-c3ccccc3Cl)o2)cc1 (centres undefined)
    2% | ? | 0.71µM* | 8% | -6% | 0% | 0.5µM* | -17% | 4 | -82% | -20%
- Cc1nn(C)c(Cl)c1CN1CCCC(C(=O)Nc2cccc(-n3cccn3)c2)C1 (centres undefined)
    1% | 16µM* | 0% | 1% | -18% | -7% | -2% | 0% | 2 | -31% | -8%
- CN(C(=O)Cn1cc([N+](=O)[O-])ccc1=O)C1CCCCC1
    2% | 16% | . | -10% | -1% | 2% | . | -2% | -1 | -19% | -2%
- O=C(N/N=C/C1CC=CCC1)c1cc(Br)ccc1O (centres undefined)
    13µM* | ? | ? | 5% | 1% | 10% | ? | 1% | -8 | 9% | -1%
- O=C(CN1CCOCC1)Nc1c(-c2ccccc2)c2cc(Br)ccc2[nH]c1=O
    3% | -2% | 5%[0.365 µM] | 4% | -12% | -14% | . | -5% | 2 | 13% | -4%
- CCc1ccccc1N(C)S(=O)(=O)c1ccc2[nH]cc(C(=O)N3CCc4ccccc43)c(=O)c2c1
    -1% | ? | -13% | 13% | -5% | 0% | -10% | -9% | -4 | 28% | -2%
- Fc1ccc(CNCCC(Cc2ccccc2)c2ccco2)cc1 (centres undefined)
    5% | -12% | -5% | 3% | -1% | 2% | 0% | 5% | 15 | -60% | -3%
- CC(C)CNC(C)C(=O)Nc1ccc(S(N)(=O)=O)cc1 (centres undefined)
    -1% | 2% | -2% | 3% | 2% | 7% | 3% | -3% | 2 | 2% | 2%
- CCOC(=O)N1CCC(NCCNC(=O)c2cccc(F)c2)CC1
    2% | 14% | . | 0% | -1% | -3% | . | 1% | -5 | 18% | -5%
- O=C(Nc1ccc2c3c(cccc13)CC2)c1ccc(Br)o1
    19µM* | ? | ? | -1% | ? | 9% | ? | 29% | 85* | 67% | 19%
- O=C(Nc1cccn2ncnc12)c1ccccc1
    -12% | -19% | 16% | -1% | 0% | 16% | 21% | 16% | 6 | 49% | 16%
- COc1ccc(NC(=O)COC(=O)c2ccc(S(=O)(=O)N(C)c3ccccc3OC)cc2)c(OC)c1
    6% | ? | 4% | 4% | -3% | -3% | -18% | -23% | -3 | . | -32%[inhibitor]
- COc1cc(C(=O)NCC(=O)OCc2ccccc2Cl)cc(OC)c1OC
    7% | 10% | 38% | 0% | -7% | 14% | -7% | -1% | -5 | 16% | -2%
- Cc1c(OC(C(=O)O)c2ccccc2)ccc2c(-c3ccccc3)cc(=O)oc12 (centres undefined)
    6% | -22% | 30% | 1% | -6% | -2% | -1% | 1% | 4 | -13% | -3%
- Cc1cccc(NC(=O)c2ccc(S(=O)(=O)NCc3cccnc3)cc2)c1
    3% | 15µM* | 25% | 1% | -19% | -4% | 6% | -1% | 2 | -21% | 1%
- CCOC(=O)C1CCCN(C(=O)c2ccc(CS(=O)(=O)c3ccc(Br)cc3)o2)C1 (centres undefined)
    0% | -3% | 42% | -6% | -13% | 2% | 5% | -7% | -3 | -13% | -3%
- CCN(CC)C(=O)CSc1nc2ccccc2o1
    ? | ? | 7% | -3% | 14% | ? | -2% | 26% | 2 | ? | 23%
- Cc1cccc(-c2oc3ccc(-c4ccc5c(c4)OCO5)cc3c2/C=C/c2ccc(N)cc2)c1
    0% | 9% | 1% | 1% | -3% | . | -7% | -6% | -2 | -4% | -1%
- Cc1ccc(NC(=S)NC2CCCC2)cc1
    11µM* | ? | 3.5µM* | 0% | 12% | 14% | 11µM* | ? | 22 | 10µM* | ?
- CCOC(=O)N1CCN(C(=O)C(C)N(c2ccccc2)S(C)(=O)=O)CC1 (centres undefined)
    1% | 2% | 12% | -2% | 0% | 2% | -4% | -7% | -2 | -16% | -3%
- CC(C)(C)NC(=O)NC(=O)COC(=O)Cn1c(C(F)(F)F)nc2ccccc21
    -3% | 2% | 12% | 0% | 0% | 2% | 2% | 3% | -7 | 0% | 1%
- COc1ccccc1NC(=O)CSc1nccc(-c2ccco2)n1
    . | -5% | . | -5% | 2% | -6% | . | -1% | 1 | -1% | 10%
- CC(=O)c1cccc(NC(=O)NNC(=O)c2ccc3ccccc3c2)c1
    5% | -9% | -7% | -14% | -3% | -10% | -10% | 7% | 0 | 3% | 1%
- C=CCn1c(CCNC(=O)C(C)(C)C)nc2ccccc21
    2% | 4% | 10%[0.365 µM] | -7% | -5% | 14% | . | 2% | 1 | -19% | -3%
